Bim-Mcl-1 – inhibitors of Bim-Mcl-1 interaction, human; Q07820; Bead-based flow cytometry, Bim peptide-Mcl-1 binding; inhibition, % at 10 µM; 190,000 tested, 0.1% active; AID 1009; in the data active = inhibition above about 40%;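 note: 0% = no compound tracer wells and 100% = peptide blocker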
Target sequence (Q07820 whole entry, looked up): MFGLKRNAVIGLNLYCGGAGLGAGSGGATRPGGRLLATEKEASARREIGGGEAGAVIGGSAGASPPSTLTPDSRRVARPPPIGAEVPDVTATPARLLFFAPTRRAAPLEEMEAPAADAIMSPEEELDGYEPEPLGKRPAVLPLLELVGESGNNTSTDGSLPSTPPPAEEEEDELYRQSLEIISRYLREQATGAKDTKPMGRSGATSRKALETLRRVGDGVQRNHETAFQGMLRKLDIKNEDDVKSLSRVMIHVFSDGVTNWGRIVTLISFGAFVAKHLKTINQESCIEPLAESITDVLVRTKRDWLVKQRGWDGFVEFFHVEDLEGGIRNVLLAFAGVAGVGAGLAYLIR
RGS7-Gao reg – human RGS7-Galphao interaction regulation; P09471; Multiplexed bead flow cytometry, RGS7-Galphao binding; actives lie on both sides; 220,000 tested, 0.35% active; binding response (% of control), % at 10 µM; in the data active = binding response below about 49% or above about 150%; inconclusive = no clear call, values can overlap the other calls; inactive = in between;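 note: fluorescent Galphao held in activated GDP-AlF4 state binding bead-coupled RGS7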
Target sequence (P09471 whole entry, looked up): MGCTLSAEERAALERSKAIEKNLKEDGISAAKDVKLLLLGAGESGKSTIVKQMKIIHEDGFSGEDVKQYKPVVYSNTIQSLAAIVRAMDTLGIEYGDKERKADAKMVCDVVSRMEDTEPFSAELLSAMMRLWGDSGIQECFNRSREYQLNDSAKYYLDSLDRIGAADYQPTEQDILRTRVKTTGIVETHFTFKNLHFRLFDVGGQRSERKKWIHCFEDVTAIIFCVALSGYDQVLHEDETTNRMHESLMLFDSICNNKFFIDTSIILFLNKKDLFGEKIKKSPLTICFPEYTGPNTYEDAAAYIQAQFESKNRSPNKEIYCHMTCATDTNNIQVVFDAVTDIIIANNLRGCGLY
GSH fluor – compound fluoresces at 488/530 nm on GSH beads; 190,000 tested, 0.25% active; AID 1776; GSH beads flow cytometry, compound fluorescence 488/530 nm; stronger effect = higher value; fluorescence (KMESF) at 10 µM; in the data active = fluorescence above about 89;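 note: glutathione beads carrying GST-tagged Bcl family fusion proteins plus one bare bead set; values are compound well signal with DMSO vehicle wells as background; inactives centre near 16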
RGS8-Gao – regulators of human RGS8-Galphao interaction; P09471; multiplexed bead flow cytometry, RGS8-Galphao binding; actives lie on both sides; response (percent of control binding), % at 10 µM; 220,000 tested, 0.34% active; in the data active = response below about 60% or above about 140%; inactive = in between;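 note: Galphao activated as the GDP aluminium fluoride complex binding bead-coupled RGS8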
Mcl1 Noxa PPI – Mcl-1/Noxa interaction inhibition | inhibition, % at 21.7 µM | Q07820 | TR-FRET Mcl-1/Noxa peptide binding, 2 h | 220,000 tested, 1.5% active;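 active = compounds that cut the protein-peptide binding signal by more than 50% relative to plate controls in a single-dose test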;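 note: His-tagged Mcl-1 with rhodamine Noxa BH3 peptide and terbium anti-His antibody; 0% = Mcl-1 plus Noxa peptide wells and 100% = peptide-only wells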
ABCG2 inh – inhibitors of human ABCG2 transporter, ABCB1 counter-screen | 190,000 tested, 0.1% active | Q9UNQ0 | inhibition, % at 6.6 µM | IgMXP3 cells, JC-1 efflux, flow cytometry;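 active = inhibition above 80%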;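 note: 0% = DMSO and 100% = nicardipine control wells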
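Test system: IgMXP3 (ABCG2) plus far-red-tagged CCRF-Adr (ABCB1) cells / Amount: 3 million cells/mL in well / Reagent: JC-1 transporter substrate / Timing: 10 min compound exposure, 25 °C / Signal: flow cytometry, 530 nm JC-1 signal / Read-out: percent efflux inhibition, scaled nicardipine 100% to DMSO 0% / Benchmarks: nicardipine as high control, DMSO as low control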
Avidin fluor – avidin bead compound fluorescence profile; Avidin beads, compound fluorescence 488/530 nm, flow cytometry; stronger effect = higher value; fluorescence (KMESF) at 10 µM; 220,000 tested, 0.38% active; AID 1775; in the data active = fluorescence above about 47; note: inactives centre near 10
ABCB1 inh – blocks JC-1 efflux by human ABCB1 transporter. 190,000 tested, 0.067% active. CCRF-Adr cells, flow cytometry. inhibition, % at 6.6 µM. AID 1326; in the data active = inhibition above about 40%;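 note: 0% = vehicle and 100% = reference inhibitor; higher value means more JC-1 retained so stronger ABCB1 efflux block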
Mcl1 Bid PPI – disrupts binding of human Mcl-1 to Bid peptide | Q07820 | AID 1021 | TR-FRET Mcl-1/Bid-Dy647 peptide binding, 1536-well | 220,000 tested, 0.97% active | inhibition, % at 21.7 µM;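 active = compounds that cut the binding signal by more than half at the single screening dose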;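 note: His-tagged Mcl-1 with europium anti-His antibody binding Bid BH3 peptide; 0% = Mcl-1 plus peptide wells and 100% = peptide-only wells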
Pf gamet viab – P. falciparum stage V gametocyte viability inhibition | P. falciparum stage V gametocytes, ATP luminescence, 24 h | inhibition, % at 10.9 µM | 150,000 tested, 0.065% active;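 active = inhibition above the mean plus 3 SD of compounds within the control limits, set per campaign, cut at about 38% in these data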;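 note: 0% = DMSO wells and 100% = medium only without gametocytes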
RGS4-Gao reg – modulates binding of RGS4 to human Galphao; AID 1415; Multiplexed bead flow cytometry; actives lie on both sides; P09471; 220,000 tested, 0.33% active; binding response (% of control), % at 10 µM; in the data active = binding response below about 49% or above about 150%; inactive = in between;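 note: fluorescent Galphao activated with aluminum fluoride binding bead-coupled RGS4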
* marks the source's active call; other numbers are inactive results; ? = inconclusive; . = no result given.

SMILES	Bim-Mcl-1	RGS7-Gao reg	GSH fluor	RGS8-Gao	Mcl1 Noxa PPI	ABCG2 inh	Avidin fluor	ABCB1 inh	Mcl1 Bid PPI	Pf gamet viab	RGS4-Gao reg
O=C(COC(=O)/C=C/c1ccccc1[N+](=O)[O-])NCC(F)(F)F	-4.0	?	15	101.6	0.8	12.8	9	1.2	-20.4	7.2	101.2
Cc1ccnc(NC(=O)c2cc(-n3cnnc3)ccc2Cl)c1	0.0	92.4	16	98.6	2.2	0.9	17	0.5	-3.9	22.2	97.7
CC(=O)Nc1ccc(NC(=O)CN(c2cc(Cl)ccc2Cl)S(C)(=O)=O)cc1	-3.0	99.9	8	101.3	18.9	-1.1	9	-0.9	-9.3	17.9	96.4
OC(COCc1ccc2c(c1)OCO2)CN1CCCCC1 (stereo unspecified)	-1.0	102.5	8	105.8	-0.6	3.3	26	1.8	-4.3	11.6	103.1
CCC(c1nnnn1CCc1ccccc1)N1CCN(C(=O)c2ccco2)CC1 (stereo unspecified)	0.0	96.5	21	99.5	24.9	-3.2	13	-2.5	18.8	.	100.0
O=c1[nH]cc(COCC(F)CCl)c(=O)[nH]1 (stereo unspecified)	.	?	.	99.4	20.9	.	9	.	-58.0	7.1	103.3
O=[N+]([O-])c1ccc(NCCCO)c(S(=O)(=O)N2CCOCC2)c1	0.0	97.6	14	102.2	-17.6	2.1	22	0.9	-8.5	10.6	98.5
Cc1cc(N2CCCC2)nc2ccc(NC(=S)NC(C)C)cc12	-2.0	?	17	101.2	61.2*	3.1	10	0.3	-24.6	12.2	101.5
CCOC(=O)c1c(C)[nH]c(C2=NNC(=NC3CC3)SC2)c1C	0.0	104.0	14	85.6	64.4*	2.5	10	0.2	-32.9	.	92.7
Cc1ccc(C(=O)OCC(=O)Nc2ccc3[nH]c(=O)[nH]c3c2)cc1[N+](=O)[O-]	.	?	.	101.1	26.2	.	8	.	-44.7	4.1	98.1
CCOC(=O)C1CCCN(c2c(N3CCN(c4cccc(Cl)c4)CC3)c(=O)c2=O)C1 (stereo unspecified)	-4.0	18.3*	17	29.5*	-1.4	0.9	0	1.1	86.1*	.	28.8*
CCOC(=O)c1cnc2cc(-c3ccc(C(C)(C)C)cc3)nn2c1N	-2.0	100.0	15	102.3	-10.4	0.4	8	0.2	-18.4	.	102.2
O=C(COC(=O)C1CCN(S(=O)(=O)c2cccs2)CC1)Nc1ccccc1	0.0	?	24	99.7	4.9	0.1	9	0.0	-25.7	-6.7	100.6
O=C(NCCCN1CCOCC1)c1cccc(S(=O)(=O)N2CCc3ccccc3C2)c1	-8.0	?	16	99.0	2.5	-2.7	12	-0.1	-2.4	.	101.0
Cc1cc(C#N)c2ccccc2n1	1.0	99.3	16	103.7	-18.2	2.8	14	0.5	-2.6	.	104.4
CCN(CC)C(=O)COC(=O)c1ccc(C)c(NC(=O)c2ccco2)c1	1.0	98.4	11	100.5	9.6	0.4	10	0.2	-10.0	-2.1	101.1
COc1c(Cl)cc(-c2noc(C)c2C(=O)NCc2ccc3c(c2)OCO3)cc1Cl	-1.0	102.3	14	104.5	2.9	16.7	6	2.9	1.1	.	102.5
COc1cccc(/C=N/n2c(-c3ccco3)nc3ccccc3c2=O)c1	1.0	100.6	21	100.4	12.8	51.4	29	1.3	-12.8	.	98.3
COc1ccc(C2C(C(=O)c3ccccc3)N3c4ccccc4C=CC3C2[N+](=O)[O-])cc1 (stereo unspecified)	3.0	96.8	13	97.5	9.8	-11.4	6	-3.1	31.6	.	91.5
CCN1C/C(=C/c2ccc(OC)c(O)c2)C(=O)/C(=C/c2ccc(OC)c(O)c2)C1	0.0	?	25	97.5	19.8	2.1	17	0.8	-19.9	-10.6	101.3
Cc1ccc(C)c(N2CCN(C(=O)c3cccn4c(=O)c5sccc5nc34)CC2)c1	0.0	?	14	103.2	26.7	-5.5	10	-0.1	7.1	-7.8	100.7
COc1cccc(N(C(=O)c2ccco2)C(C(=O)NC2CCCC2)c2cccnc2)c1 (stereo unspecified)	0.0	104.0	47	100.1	9.6	1.8	6	0.5	-33.2	.	105.0
Cc1nnc(Sc2nc3c(c(=O)[nH]c(=O)n3C)n2CCCc2ccccc2)s1	1.0	97.2	14	103.8	-8.8	2.2	6	0.9	-19.2	.	101.8
CCNC(=O)CN(Cc1ccccc1)S(=O)(=O)c1ccccc1	-2.0	96.9	6	96.7	3.0	0.6	9	0.2	-27.0	-2.2	97.7
CCc1ccc(NC(=O)c2n[nH]c(=O)c3ccccc23)cc1	.	?	.	99.0	0.8	.	7	.	-13.9	15.1	99.3
CCn1c(SCC(=O)N2CCN(c3ccc(Cl)cc3)CC2)nc2ccccc2c1=O	1.0	103.1	39	100.3	5.5	1.3	17	0.6	-13.6	9.1	101.2
COc1ccccc1-n1cnc(N)c1C(=O)c1ccccc1	-3.0	100.3	25	101.5	0.4	10.9	13	0.0	-13.0	.	99.6
COc1ccccc1Oc1ccc(S(=O)(=O)N2CCCC2)cc1	0.0	96.9	22	97.9	-0.5	0.8	21	0.2	-18.5	.	95.0
Cc1c(NC(=O)COC(=O)c2ccc(S(=O)(=O)N3CCOCC3)cc2)c(=O)n(-c2ccccc2)n1C	0.0	97.3	19	99.5	7.1	0.6	9	0.3	-20.4	15.7	97.2
O=C(COC(=O)Cc1c(Cl)cccc1Cl)Nc1ccccc1-c1ccccc1	0.0	103.0	15	97.2	4.6	11.7	4	0.8	3.5	-8.2	99.7
O=S(=O)(NC1CC1)c1ccc(S(=O)(=O)N2CCCC3(CCCCC3)C2)cc1	-3.0	100.2	45	102.5	20.7	-0.9	6	-0.1	13.6	.	107.0
CCN(CCCNC(=O)C1CCN(S(=O)(=O)c2cnc[nH]2)CC1)c1cccc(C)c1	-8.0	104.7	31	108.2	-16.7	5.8	15	0.8	1.0	.	107.0
Cc1c(Br)ccc(NC(=O)COc2ccccc2C(N)=O)c1C	4.0	95.8	14	99.3	6.8	10.6	11	0.2	0.6	13.1	102.1
CC(C)NCC(O)COCCOc1ccc(Cl)cc1 (stereo unspecified)	.	?	.	99.2	-6.6	.	7	.	-2.9	8.3	100.6
O=C(CC1C(=O)NCCN1C(=O)Nc1ccccc1)Nc1ccc(F)cc1 (stereo unspecified)	.	?	.	98.3	10.3	.	6	.	-1.3	13.0	92.3
O=C1C2C3CCCC3=C3CCCC3C2C(=O)N1c1ccc(F)cc1 (stereo unspecified)	-3.0	54.3	15	71.5	2.9	20.3	2	0.4	-21.5	-1.2	64.8
O=C(Cn1nnc(-c2ccc(CN3CCOCC3)cc2)n1)Nc1nc(-c2ccccc2)cs1	-1.0	100.2	33	103.0	1.1	-6.0	12	0.0	-3.6	0.3	104.1
CCOC(=O)c1[nH]c(C)c(C(=O)N(CC)CC)c1C	1.0	104.3	24	101.9	21.4	0.9	6	0.6	-11.9	.	100.7
CCN1CCN(C(=O)/C=C/c2ccccc2[N+](=O)[O-])CC1	1.0	99.2	18	100.4	-1.1	0.7	10	0.0	-11.0	11.4	97.8
O=C(O)c1cc2nc3c(c(C(F)(F)F)n2n1)CCc1ccccc1-3	1.0	1.4*	9	19.4*	2.3	3.5	.	0.6	-24.8	2.0	-11.5*
COc1ccccc1/C=N/Nc1nncc2ccccc12	-5.0	98.7	11	101.0	12.2	2.8	9	0.9	-22.3	-34.3	101.8
CCOc1ccc(-c2nnc3sc(COc4ccccc4)nn23)cc1	0.0	106.5	8	100.3	11.3	5.2	16	0.3	-13.3	.	108.4
Cc1nc(SCC(=O)Nc2ccc(C)c(F)c2)c2oc3ccccc3c2n1	1.0	104.9	6	103.1	-90.4	-0.3	7	0.0	-21.6	-3.0	104.4
Cc1ccc(C)c2[nH]c(=O)c(CCNC(=O)c3cc4ccccc4o3)cc12	0.0	92.1	22	94.3	-11.9	2.7	8	2.8	-9.8	.	93.4
O=C(Nc1ccc(O)c(-c2nc3ccccc3o2)c1)C1(c2ccc(Cl)cc2)CCCC1	-5.0	99.9	10	103.9	-49.4	8.3	12	-0.2	-7.8	-12.1	99.9

Quoted from above for reference:
SMILES	Bim-Mcl-1	RGS7-Gao reg	GSH fluor	RGS8-Gao	Mcl1 Noxa PPI	ABCG2 inh	Avidin fluor	ABCB1 inh	Mcl1 Bid PPI	Pf gamet viab	RGS4-Gao reg
Cc1ccc(C)c2[nH]c(=O)c(CCNC(=O)c3cc4ccccc4o3)cc12	0.0	92.1	22	94.3	-11.9	2.7	8	2.8	-9.8	.	93.4
O=C(Nc1ccc(O)c(-c2nc3ccccc3o2)c1)C1(c2ccc(Cl)cc2)CCCC1	-5.0	99.9	10	103.9	-49.4	8.3	12	-0.2	-7.8	-12.1	99.9

Following part:
SMILES	Bim-Mcl-1	RGS7-Gao reg	GSH fluor	RGS8-Gao	Mcl1 Noxa PPI	ABCG2 inh	Avidin fluor	ABCB1 inh	Mcl1 Bid PPI	Pf gamet viab	RGS4-Gao reg
CCC(=O)Nc1ccc(/C(C)=N\NC(=O)c2ccc(OC)cc2)cc1	-5.0	100.8	8	106.3	-1.9	6.6	6	0.9	-27.1	-10.3	102.2
O=C(Nc1ccccc1O)c1cccc(S(=O)(=O)N2CCOCC2)c1	1.0	93.2	10	97.6	14.4	11.1	13	0.3	-8.3	.	98.4
COc1ccc2[nH]cc(CCNS(=O)(=O)c3ccc(C)cc3)c2c1	.	?	.	102.1	10.6	.	5	.	-126.1	12.2	101.9
Cc1ccc(S(=O)(=O)N(C)C)cc1NC(=O)C(C)OC(=O)/C=C/c1cccs1 (stereo unspecified)	.	?	.	99.6	21.3	.	8	.	0.4	22.2	91.5
CN(C)S(=O)(=O)c1ccc(C(=O)NCCSc2ccccc2)cc1	-1.0	102.6	52	103.6	-6.8	1.6	8	0.2	-11.1	.	107.1
CC(C)C(C(=O)Nc1ccc2c(c1)OCO2)N1C(=O)c2ccccc2C1=O (stereo unspecified)	-2.0	97.5	15	101.1	0.4	3.6	37	0.9	-19.2	4.4	99.7
O=C1N/C(=C\c2ccc(N3CCOCC3)c(F)c2)C(=O)N1Cc1ccccc1	-1.0	100.1	14	99.3	-9.2	-0.9	13	-0.6	-46.4	.	101.0
CCOC(=O)c1ccc(NC(=O)COC(=O)Cc2csc(-c3ccccc3)n2)cc1	-2.0	107.4	12	92.0	12.5	-3.9	14	-0.8	-2.9	2.9	102.4
CCOC(=O)c1sc2ncnc(N3CCN(C(=O)OCC)CC3)c2c1C	-2.0	98.9	24	102.5	-14.9	10.4	14	2.1	-19.0	.	99.4
O=C(CCN1C(=O)c2ccccc2C1=O)NNC(=O)c1ccc(Cl)cc1Cl	0.0	98.3	8	97.2	21.8	13.1	15	1.0	-8.9	.	99.7
CN(C)C(=O)c1ccc(-n2nc(C(F)(F)F)c3c2CCCC3)cc1	-2.0	97.9	25	99.8	6.5	4.1	4	0.7	-50.5	.	98.6
O=C(O)CCN1C(=O)c2ccc(Oc3ccc4c(c3)C(=O)N(CCC(=O)O)C4=O)cc2C1=O	5.0	103.0	8	103.2	3.3	1.9	11	0.5	-7.2	1.3	103.8
